# Source: PubChem BioAssay
# hK5 inh = human KLK5 protease inhibitors, primary screen, biochemical, 1536-well; Kallikrein-5 (Homo sapiens), Q9Y337; recombinant hK5, fluorogenic AMC substrate cleavage; inhibition, % at 5 µM; 210,000 tested, 0.59% active; AID 873, 2007;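 active = inhibition of 40% or more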;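 note: 0% = enzyme controls without compound and 100% = no-enzyme blanks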
# m-calpain inh = inhibitors of pig calpain II, primary screen, biochemical, fluorogenic peptide substrate, 1536-well; purified calpain II, 30 min; inhibition, % at 16 µM; 220,000 tested, 0.37% active; AID 1236, 2008;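 active = inhibition above about 50%, limit read from the data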
# FXIa inh = human FXIa protease inhibitors, primary screen, biochemical, 1536-well | Coagulation factor XI (Homo sapiens), P03951 | purified FXIa, Boc-Glu-Ala-Arg-AMC fluorogenic substrate | inhibition, % at 5 µM | 220,000 tested, 0.14% active;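 active = inhibition of at least 40%; inactive = inhibition below 40%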;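 note: fluorescence of freed AMC excited at 355 nm; 0% = enzyme without compound and 100% = no enzyme blank; many of its hits are not listed in these tables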
# Target sequence (P03951 19-387 limits assumed): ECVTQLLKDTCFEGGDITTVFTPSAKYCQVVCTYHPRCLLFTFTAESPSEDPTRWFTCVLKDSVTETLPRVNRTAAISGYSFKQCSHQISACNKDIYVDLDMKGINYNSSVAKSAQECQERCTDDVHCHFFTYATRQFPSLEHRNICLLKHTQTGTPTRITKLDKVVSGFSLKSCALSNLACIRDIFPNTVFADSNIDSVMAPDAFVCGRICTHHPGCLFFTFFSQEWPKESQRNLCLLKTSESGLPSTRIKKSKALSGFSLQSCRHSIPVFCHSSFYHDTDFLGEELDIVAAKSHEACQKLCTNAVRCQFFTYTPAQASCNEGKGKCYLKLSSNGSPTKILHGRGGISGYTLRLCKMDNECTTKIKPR
# Target sequence (P03951 388-625 limits assumed): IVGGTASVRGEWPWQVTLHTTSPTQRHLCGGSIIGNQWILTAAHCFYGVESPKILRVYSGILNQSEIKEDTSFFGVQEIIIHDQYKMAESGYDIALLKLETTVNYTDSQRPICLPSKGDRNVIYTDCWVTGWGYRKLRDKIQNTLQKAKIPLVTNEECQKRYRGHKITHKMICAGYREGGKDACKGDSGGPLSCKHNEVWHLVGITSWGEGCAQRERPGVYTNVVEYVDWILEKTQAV
# Furin inh = human furin inhibitors, primary screen, biochemical, fluorescence intensity | P09958 | purified furin, fluorogenic substrate cleavage | inhibition, % at 30 µM | 220,000 tested, 0.061% active; in the data active = inhibition above about 25%; note: inactives centre near -15
# PERK inh = block of dimerizer-induced PERK translation repression, primary screen, PERK inhibitor project, CHO PERK-DD cells, SEAP luminescence, HTS | Eukaryotic translation initiation factor 2-alpha kinase 3 (Homo sapiens), Q9NZJ5 | CHO PERK-DD fusion, SEAP luminescence translation reporter | inhibition, % at 5.6 µM | 220,000 tested, 0.17% active;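 active = inhibition above the mean inhibition of all tested compounds plus 3 SD, set separately per screening campaign, cut at about 2.9% in these data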;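 note: PERK kinase domain activated by AP20187 dimerizer at 100 nM; 0% = DMSO with dimerizer and 100% = rapamycin at 8.4 µM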
# Rad51 HR inh = human RAD51 strand exchange inhibitors, primary screen, biochemical, fluorescence; hRad51 DNA strand exchange, fluorescence dequenching; inhibition, % at 10 µM; 200,000 tested, 0.085% active; AID 1385, 2008;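 active = inhibition above 40% at the single screening dose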;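 note: 0% = DMSO control wells and 100% = blanks with heterologous ssDNA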
# Target sequence (Q06609 whole entry, looked up): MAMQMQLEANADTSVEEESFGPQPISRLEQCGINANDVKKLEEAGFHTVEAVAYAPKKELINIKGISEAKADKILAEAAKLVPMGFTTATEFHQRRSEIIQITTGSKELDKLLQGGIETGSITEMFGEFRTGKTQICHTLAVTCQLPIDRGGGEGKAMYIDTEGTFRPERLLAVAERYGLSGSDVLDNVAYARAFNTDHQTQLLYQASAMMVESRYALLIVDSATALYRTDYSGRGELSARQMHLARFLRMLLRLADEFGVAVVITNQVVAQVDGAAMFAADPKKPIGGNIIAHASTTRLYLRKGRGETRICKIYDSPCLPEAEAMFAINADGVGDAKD
#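 Assay system: Human Rad51 nucleoprotein filaments preassembled on unlabelled ssDNA | Reagent: Donor/quencher-labelled 47-bp dsDNA substrate | Doses: One concentration, 10 µM final | Times: 37 °C 15-min filament assembly, 30-min compound preincubation, 15-min exchange | Technique: Fluorescein emission 520 nm, excitation 485 nm | Benchmarks: Plate control and blank wells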
# Thrombin inh = human alpha-thrombin inhibitors, primary screen, counter-screen for coagulation protease inhibitor project, biochemical, 1536-well, fluorogenic AMC substrate. Prothrombin (Homo sapiens), P00734. Boc-VPR-AMC fluorogenic substrate cleavage. inhibition, % at 5 µM. 220,000 tested, 0.26% active. AID 1046, 2008;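 active = inhibition at or above 40%; inactive = inhibition below 40%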;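 note: 0% = enzyme with no compound and 100% = wells without enzyme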
#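 Test system: human alpha-thrombin protein / Dosing: one concentration per compound, 5 µM, with 0.2% DMSO / Medium: pH 7.5 Tris-saline with Tween 20 / Benchmarks: no-compound enzyme wells and no-enzyme blanks / Read-out basis: percent inhibition of thrombin substrate cleavage / Timing: reaction at room temperature / Measured by: fluorescence, ex 355 nm, em 460 nm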
# FXIIa inh = human FXIIa protease inhibitors, primary screen, biochemical, 1536-well; Coagulation factor XII (Homo sapiens), P00748; purified FXIIa, Boc-QGR-AMC fluorogenic substrate, 2 h; inhibition, % at 5 µM; 220,000 tested, 0.3% active; AID 800, 2007; in the data active = inhibition above about 40%;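 note: 0% = enzyme with no compound and 100% = blank without enzyme; many of its hits are not listed in these tables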
# KCC2 mod = KCC2 cotransporter modulators, thallium flux, primary screen, cell-based, HEK293 KCC2, FluoZin-2 fluorescence, MLSMR | B-score of Tl+ flux slope (higher = more flux/activation; lower = inhibition) at 10 µM | KCC2 cells, thallium flux FluoZin-2 fluorescence | AID 1456, 2008 | Solute carrier family 12 member 5 (Homo sapiens), Q9H2X9 | 190,000 tested, 2.2% active;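 active = thallium flux slope and its plate-corrected score both differing from the plate sample mean at a set confidence after two filtering rounds, in either direction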;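 note: slope of fluorescence scaled to starting intensity during 10 to 20 s after thallium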
# * hit, by the source's call; · = no result given; [ ] = remark or other dose.
SMILES,hK5 inh,m-calpain inh,FXIa inh,Furin inh,PERK inh,Rad51 HR inh,Thrombin inh,FXIIa inh,KCC2 mod
CCc1cc2c(SCC(=O)Nc3ccc(Cl)cn3)ncnc2s1,-12,-9,-1,-17,1.2,-6,-2,9,·
CC(=O)Nc1ccc(NC(=O)COC(=O)c2cnccn2)cc1,-1,-21,-1,-18,0.8,11,0,6,0.87
O=C(NC1CCCCC1)C(c1cccnc1)N(C(=O)CCl)c1cccc(Cl)c1 (centres undefined),-14,-1,5,-32,-0.5,-6,1,9,-0.15
S=C1N(c2ccccc2)C(c2ccc(Br)cc2)N2CCCN12 (centres undefined),-2,19,-5,-2,-0.3,7,-7,3,-1.2
Cc1nn(Cc2ccccc2)c(Cl)c1/C=C/C(=O)OCC(=O)N(C)C1CCS(=O)(=O)C1 (centres undefined),-2,-25,-3,-16,0.9,4,4,5,0.73
Cc1cc(C)c(S(=O)(=O)c2ccccc2)c(OC(=O)c2ccc(Cl)cc2Cl)n1,1,-23,0,-21[20 µM],1.2,·,2,8,-0.0017
N#CC1=C(N)OC2=C(C(=O)CCC2)C1c1ccsc1 (centres undefined),-1,-20,-3,-15,1.1,-5,-10,5,·
O=C(Nc1nnc(-c2ccncc2)o1)c1ccccc1,2,6,1,-5,0.1,3,1,7,1.2
O=C(c1cc(-c2ccc(Cl)c(Cl)c2)on1)N1CCCCC1,10,-5,-2,-12,-0.3,·,-3,6,0.85
CC1(C)Cc2c(sc(/N=C/N3CCCCC3)c2C#N)C(C)(C)N1,-9,-3,-10,3[20 µM],-0.4,6,10,19,-0.38
Cn1c(NNC(=O)/C=C/c2ccc3c(c2)OCO3)cc(=O)n(C)c1=O,0,-60,0,0,1.8,-25,-2,4,0.34
O=S1(=O)N=C(N2CCN(c3ccc(F)cc3)CC2)c2ccccc21,-4,-44,2,4[20 µM],-1.4,1,1,14,-0.44
CC1(C)[N+]([O-])=C2C(=[N+]([O-])C1(C)C)c1ccccc1/C2=N\O,34,14,10,-9,1.1,-4,16,22,0.016
CC(=O)N(Cc1cccs1)Cc1cc2ccc(C)c(C)c2nc1Cl,0,-4,-7,-27,0.7,3,-21,12,-0.013
O=C(c1[nH]ncc1-c1ccc(Cl)cc1)C1CO1 (centres undefined),0,-27,0,-18,0.3,20,-4,7,-0.25
COc1c(F)c(F)c(C(=O)O)c(Nc2ccccc2)c1F,14,20,-9,-18[20 µM],0.8,-16,-3,-1,·
COc1ccc(CN(C)C(C)C(=O)Nc2ccc(S(=O)(=O)N3CCOCC3)cc2)c(OC)c1 (centres undefined),-3,-8,1,-13,-0.5,5,·,9,0.97
CN(C)c1ccc(P(=O)(Nc2ccccc2)N2CCOCC2)c(NC(=O)c2cccs2)c1 (centres undefined),-13,-76,9,-21,-0.4,19,-1,10,1.9
COc1cc(CNCCNC(=O)c2cccs2)cc(OC)c1OC,4,-16,1,-21,0.3,-4,-2,13,-0.75
Cc1ccc(N2C(S)=C(C#N)C(=O)NC2c2ccco2)cc1 (centres undefined),-14,-29,-4,-15,1.7,-7,1,0,0.29
Cc1cc(N2CCOCC2)nc2ccc(NC(=S)N3CCN(c4ccccc4)CC3)cc12,0,-97,0,5,-1.0,19,-3,11,-0.015
CCCCCOC(=O)C1C2C=CC3(CN(c4ccccc4C)C(=O)C13)O2 (centres undefined),-4,-16,10,-19,-0.6,-2,2,19,·
COc1cc(OC)cc(-c2nc(N)n[nH]2)c1,0,12,11,-8[20 µM],1.0,8,8,22,·
COc1ccccc1/C=N/NC(=O)C(=O)NCc1cccnc1,2,-31,9,-24,1.0,0,-9,13,0.47
CCCCC(=O)Nc1nc2ccc3nc(C)sc3c2s1,-7,-17,4,-14,-0.7,0,-3,16,·

# Taken from above.
# PERK inh result of COc1c(F)c(F)c(C(=O)O)c(Nc2ccccc2)c1F = 0.8
# FXIa inh result of O=C(c1cc(-c2ccc(Cl)c(Cl)c2)on1)N1CCCCC1 = -2

# Single records (already shown). Order of screens: hK5 inh	m-calpain inh	FXIa inh	Furin inh	PERK inh	Rad51 HR inh	Thrombin inh	FXIIa inh	KCC2 mod
# Record of CC1(C)[N+]([O-])=C2C(=[N+]([O-])C1(C)C)c1ccccc1/C2=N\O : 34	14	10	-9	1.1	-4	16	22	0.016
# Record of Cn1c(NNC(=O)/C=C/c2ccc3c(c2)OCO3)cc(=O)n(C)c1=O : 0	-60	0	0	1.8	-25	-2	4	0.34
# Record of Cc1cc(C)c(S(=O)(=O)c2ccccc2)c(OC(=O)c2ccc(Cl)cc2Cl)n1 : 1	-23	0	-21[20 µM]	1.2	·	2	8	-0.0017
# Record of Cc1ccc(N2C(S)=C(C#N)C(=O)NC2c2ccco2)cc1 (centres undefined) : -14	-29	-4	-15	1.7	-7	1	0	0.29
# Record of CC1(C)Cc2c(sc(/N=C/N3CCCCC3)c2C#N)C(C)(C)N1 : -9	-3	-10	3[20 µM]	-0.4	6	10	19	-0.38

# The results go on.
SMILES,hK5 inh,m-calpain inh,FXIa inh,Furin inh,PERK inh,Rad51 HR inh,Thrombin inh,FXIIa inh,KCC2 mod
Cc1c(C(=O)/C=C/N(C)C)nnn1-c1ccc(Cl)cc1Cl,13,29,3,3,0.3,8,-3,5,0.049
CCCc1nc(SC)[nH]c(=O)c1C,-7,-2,0,-7,1.1,9,-8,6,0.29
COc1ccccc1N(CCC#N)C(=O)CSc1nc(-c2ccccc2)cn1N,-3,-34,2,-25,-0.9,-4,6,4,1.1
CCOC(=O)C1(Cc2cccc(F)c2)CCN(Cc2cnc(C)s2)CC1,9,25,7,-9,-0.9,·,0,10,·
O=C(c1ccc(S(=O)(=O)N2CCCC2)cc1)N1CCCCCC1,1,-14,0,-17,0.2,-2,-1,6,0.96
O=C(O)COc1ccccc1/C=C1\SC(=O)N(Cc2ccc(F)cc2)C1=O,-2,-20,-3,-1,-0.8,4,·,7,-3.1
O=C(Nc1ccc(S(=O)(=O)N2CCCCCC2)cc1)c1ccco1,13,30,2,-21[20 µM],-0.6,2,1,11,0.065
COC(=O)c1ccc(Oc2coc3cc(OCc4cnn(-c5ccccc5)c4)ccc3c2=O)cc1,-13,-25,5,-9[20 µM],-0.8,16,2,18,0.13
Cc1ccc(C2/C(=C(/O)c3ccc(OC(C)C)cc3)C(=O)C(=O)N2CCN2CCOCC2)cc1 (centres undefined),-28,-22,17,-22,1.6,28,-7,13,0.45
CCC(=O)Nc1cccc(C2=NOC3(C2)C[C@@H](C(N)=O)N(C(=O)c2ccc(OC)cc2)C3)c1 (some centres undefined),4,-16,3,-31,·,-11,-2,8,-0.03
Cc1csc(NC(=O)c2cc3c(C)nn(Cc4ccccc4Cl)c3s2)n1,1,-12,5,-15,-0.4,-9,-3,16,-0.041
S=C(Nc1ccccc1)Nc1ccc(OCc2ccccc2)cc1,5,30,-1,-9[20 µM],1.5,-1,4,4,0.89
c1ccc(Cc2nc3ccccc3o2)cc1,-5,-26,5,-12[20 µM],-0.4,-8,2,16,1.3
Cc1cc(C(=O)Nc2ccc(C(=O)O)cc2)c(-c2ccccc2)o1,3,-51,11,-7,-0.3,-3,0,16,0.22
COc1cccc(NC(=O)C2CCN(Cc3cnn(-c4ccccc4)c3-n3cccc3)CC2)c1,-8,10,-10,-8[20 µM],-0.8,2,-7,-3,-0.06
CCOc1nc2ccccc2nc1NS(=O)(=O)c1ccccc1,-1,18,3,-14,0.5,-1,4,18,·
CC(=O)N1CCN(CC(=O)Nc2ccc([N+](=O)[O-])cc2Br)CC1,10,-19,-3,-8,1.0,15,-3,3,·
Cc1ccc(SCc2c(C(=O)N/N=C/c3ccccc3)nnn2-c2nonc2N)cc1,2,10,4,-18,-0.8,·,-5,5,0.41
O=C1C2C3C=CC(C3)C2C(=O)N1c1ccc(N2CCN(c3ccccn3)CC2)c([N+](=O)[O-])c1 (centres undefined),2,16,0,-24,0.4,-3,3,10,-2.4
O=C(CNC(=O)c1ccco1)OC(C(=O)c1ccccc1)c1ccccc1 (centres undefined),-3,15,7,-26,-0.3,1,1,13,-0.25
C=CCO/N=C/C1=C(O)C(C(=O)OC)C(C)(C)CC1=O (centres undefined),1,1,-1,6,0.3,-5,-8,8,-0.62
C=CCc1cc(C)ccc1OCCOCCn1ccnc1,-25,-11,-2,-9,0.0,-3,-10,5,-0.4
Cc1cccc(C(=O)Nc2nnc(COc3ccccc3)s2)c1,6,13,0,-1,0.1,0,-6,8,-1.2
Cc1c(NC(=O)/C(C#N)=C/c2c(N3CCCCC3)nc3ccccn3c2=O)c(=O)n(-c2ccccc2)n1C,-1,4,3,4,2.1,7,-4,11,0.81
COc1ccc(-c2noc(CCC(=O)NCc3ccco3)n2)cc1,-4,26,4,-30,0.1,12,-5,6,0.33
# The list goes on:
SMILES,hK5 inh,m-calpain inh,FXIa inh,Furin inh,PERK inh,Rad51 HR inh,Thrombin inh,FXIIa inh,KCC2 mod
O=C1CCCN1CCCNC(=S)Nc1ccccc1Cl,-1,-10,-7,-30,-0.1,-5,-21,8,-0.28
COc1ccc(N(CC(=O)Nc2cccc(C(F)(F)F)c2)S(C)(=O)=O)cc1,-8,-9,0,-17[20 µM],0.7,2,-2,10,-1
COc1ccc(/C=N/NC(=O)c2ccc(Br)cc2)cc1Cn1cc(Cl)cn1,-16,-14,-6,-15,-0.4,-3,-9,5,-1.5
C=CCN(CC=C)C(=S)Nc1ccccc1,-20,1,-4,-12[20 µM],0.3,2,-3,7,0.048
COc1ccc(C)cc1NC(=O)NCCC1=CCCCC1,2,0,1,-1[20 µM],0.4,1,-1,-9,·
CC(=O)Oc1ccc2c(c1)c(C(C)=O)c(C)n2C,-17,17,13,-13[20 µM],1.5,·,9,34,0.13
CSc1nccc(N2CCN(c3ccc(F)cc3)CC2)n1,-13,18,1,-15,-1.1,-13,-5,3,0.019
O=c1[nH]c2ccc(NC(=S)Nc3ccc(F)cc3)cc2[nH]1,-5,11,8,-23,0.9,19,3,9,0.93
Cc1ccc(CNC(N)=S)cc1,-1,17,10,-3[20 µM],-0.5,4,0,12,0.7
Cc1ccc(-c2cc(C(=O)Nc3ccc(S(=O)(=O)Nc4onc(C)c4C)cc3)c3ccccc3n2)cc1,-4,14,-2,-27,0.8,-3,-11,2,0.0028
Cc1nc(-c2cccnc2)sc1C(=O)Nc1cccc(C(F)(F)F)c1,2,-38,-3,-15[20 µM],-0.8,-5,-3,8,-1.3
O=C(CSc1nnc(-c2ccc(OC(F)F)cc2)o1)NC(=O)NCc1ccco1,-3,-86,8,-28,0.1,-3,-4,12,·
COc1ccc(N(C(=O)c2ccn[nH]2)C(C(=O)NC(C)(C)C)c2ccc(F)cc2)cc1 (centres undefined),-3,-19,6,-3[20 µM],-0.3,-1,1,7,0.0059
Cc1ccc2nc(SCC(=O)Nc3cc([N+](=O)[O-])ccc3F)[nH]c2c1,-8,-5,-5,-19,-0.3,0,-10,10,0.13

# Not all compounds are listed; count on the stated rates, not on these rows.
